Screening data: PubChem, National Center for Advancing Translational Sciences (NCATS)
HT1080-NT tox – qHTS for induction of synthetic lethality in tumor cells producing 2HG: qHTS for the HT-1080-NT fibrosarcoma cell line; HT-1080-NT fibrosarcoma viability, CellTiter-Glo ATP luminescence, 48 h; Potency, µM (top dose mostly 46.1 µM), inactives show top-dose activity, negative = less viability, usual class: cytotoxic; 1.6% of 360,000 active;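 note: NT is the 2HG producing partner of a matched IDH1 knockdown line; potency is the fitted concentration of half-maximal effect; 0% = DMSO-treated cells and -100% = media-only wells without cells; nearly all actives have a fitted effect of over 55% in size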
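750 cells/well, RPMI + 5% FBS; 2 h settle, compound pin-transfer, 48 h at 37 degrees C. CellTiter-Glo 10 min RT, luminescence. Normalized to DMSO and media-only wells.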
IL1B secr inh – qHTS for Inhibitors of Inflammasome Signaling: IL-1-beta AlphaLISA Primary Screen | THP-1 LPS/ATP IL-1B secretion, AlphaLISA, 16 h; active compounds read low | activity change, % at 57.5 µM | 4.7% of 360,000 active | AID 743279, 2014; in the data active = activity change below about -50%; inconclusive = mostly about -30% to -49%; note: % is set by controls: 0 for no effect and ±100 for the full control effect
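THP-1 cells pretreated 1 hr with compounds (up to 57.5 uM final), then stimulated with LPS (250 ng/mL final) plus ATP (1.25 mM final); secreted IL-1B measured by AlphaLISA after 16 hr, decreased signal indicating inhibition.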
KB-V1 MDR tox – qHTS assay for MDR1-selective chemotherapeutics: Primary screen using the drug-selected MDR subline cells KB-V1; KB-V1 MDR cells viability, CellTiter-Glo, 72 h; Potency, µM (top dose mostly 46.1 µM), without a hit: at the top dose activity change, negative = cytotoxicity, most hits filed as cytotoxic; 3.4% of 400,000 active; note: potency is the fitted concentration of half-maximal effect; % is set by controls: 0 for no effect and ±100 for the full control effect; nearly all actives have a fitted effect of over 60% in size
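Following 72 h at 37 degrees C with compound, KB-V1 cell viability was read by CellTiter-Glo luminescence, medium being phenol-red-free DMEM plus 10% FBS; concentration-response parameters came from normalized, curve-fitted qHTS data.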
DRD3 agonist – qHTS of D3 Dopamine Receptor Agonist: qHTS; D3R DiscoveRx beta-arrestin cells, luminescence, 90 min; max activation, %; 0.58% of 410,000 active; AID 652048, 2013; in the data active = max activation above about 30%; note: 0% is about no effect; mostly tested at two doses, the higher about 12 µM
Target sequence (P35462 whole entry, looked up): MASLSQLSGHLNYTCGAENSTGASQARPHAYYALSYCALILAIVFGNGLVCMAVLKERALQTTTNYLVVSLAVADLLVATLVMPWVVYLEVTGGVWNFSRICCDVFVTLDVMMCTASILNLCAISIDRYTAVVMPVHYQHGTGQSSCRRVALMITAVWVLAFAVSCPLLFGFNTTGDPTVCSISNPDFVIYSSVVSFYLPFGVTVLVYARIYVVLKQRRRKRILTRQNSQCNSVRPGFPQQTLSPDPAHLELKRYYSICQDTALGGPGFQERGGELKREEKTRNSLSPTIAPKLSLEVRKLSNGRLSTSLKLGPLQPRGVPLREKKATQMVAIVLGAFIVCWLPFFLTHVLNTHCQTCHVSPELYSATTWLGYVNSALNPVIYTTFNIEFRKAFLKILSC
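Agonist mode: compounds and dopamine controls were applied to plated cells for 90 min at 37 degrees C after an overnight attachment at 1500 cells/well. Luminescent read-out followed 30 - 60 minutes at room temperature with DiscoveRx detection reagent.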
MCF10A rerep – A quantitative high throughput screen for small molecules that induce DNA re-replication in MCF 10a normal breast cells; MCF 10A DNA re-replication, Hoechst nuclear intensity, 48 h; Potency, µM (top dose mostly 46.1 µM), without a hit: top-dose activity, positive = re-replication, most hits filed as activators; AID 624296, 2012; 2.9% of 350,000 active; note: potency is the fitted concentration of half-maximal effect; % of control where 0% means no effect; nearly all actives have a fitted effect of over 50% in size
SW480 rereplic – A quantitative high throughput screen for small molecules that induce DNA re-replication in SW480 colon adenocarcinoma cells; 1.8% of 340,000 active; Potency, µM (series often up to 46.1 µM), for inactives: at the highest dose re-replication activation, actives largely listed as activators; SW480 DNA re-replication, Hoechst DNA content imaging, 48 h; note: potency is the fitted concentration of half-maximal effect; % of control where 0% means no effect; nearly all actives have a fitted effect of over 55% in size
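Compounds, transferred as 23 nL by pin tool, were incubated with cells for 48 hr; DNA content per nucleus was then quantified by Hoechst staining and fluorescence plate imaging.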
HEK293 tox – qHTS of GLP-1 Receptor Inverse Agonists: Cytotox Screen. AID 624418, 2012. HEK293 cAMP-luciferase reporter cells, luminescence, 24 h. Potency, µM (series often up to 38.3 µM), inactives show at the highest dose activity change, negative = inhibition, actives largely listed as inhibitors. 0.13% of 410,000 active;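 note: loss of luciferase light is scored as toxicity; potency is the fitted concentration of half-maximal effect; % is set by controls: 0 for no effect and ±100 for the full control effect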
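Here, cytotoxicity is scored as loss of luminescence. The MLSMR collection was tested on cells seeded in medium containing 10% Nu serum, with a 24 hr compound exposure preceded by 12 hours of culture.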
KB-3-1 cytotox – qHTS assay for MDR1-selective chemotherapeutics: Primary screen using the parental adenocarcinoma cell KB-3-1; KB-3-1 viability, CellTiter-Glo ATP luminescence, 72 h; Potency, µM (titrated, usually from 46.1 µM), without a hit: top-dose activity change, negative = cytotoxic, actives largely listed as cytotoxic; 1.4% of 400,000 active; AID 1347075, 2019; note: potency is the fitted concentration of half-maximal effect; % is set by controls: 0 for no effect and ±100 for the full control effect; nearly all actives have a fitted effect of over 60% in size
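Cytotoxicity measured as CellTiter-Glo luminescence after 72 h at 37 C. Compound titrations were pinned onto drug-naive KB-3-1 parental adenocarcinoma cells grown in DMEM with 10% FBS, and normalized data fitted to concentration-response curves.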
HT1080 IDH1KD tx – qHTS for induction of synthetic lethality in tumor cells producing 2HG: qHTS for the HT-1080-IDH1KD cell line; HT-1080 IDH1 knockdown viability, ATP luminescence, 48 h; Potency, µM (series often up to 46.1 µM), for the others: at the highest dose activity, negative = toxicity, actives largely listed as cytotoxic; 2% of 360,000 active;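 note: potency is the fitted concentration of half-maximal effect; 0% = DMSO wells and -100% = cell-free medium wells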
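Cytotoxicity counter-line: IDH1KD HT-1080, 48 h, CellTiter-Glo. Curves classed by r2, magnitude and activity.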
The depositor's hits bear a star; ? = inconclusive; . = no result given; [ ] = another dose, or the depositor's remark. Unless noted, calls come from the whole dose curve; as a rule, active = well fitted curve in the direction sought with a large enough effect; inconclusive = small, poorly fitted or top-dose-only effect, or another doubt; inactive = no such curve, though single readings can be large; an effect the other way counts as inactive or inconclusive.

SMILES | HT1080-NT tox | IL1B secr inh | KB-V1 MDR tox | DRD3 agonist | MCF10A rerep | SW480 rereplic | HEK293 tox | KB-3-1 cytotox | HT1080 IDH1KD tx
CC(Oc1cccc(Cl)c1)C(=O)NCCCCc1ccccc1 (configuration not stated) | 20% | 3 | 12% | -7 | 9% | -21% | -8% | 0% | ?
OC(c1ccc(-c2ccccc2)cc1)c1ncc(-c2ccccc2F)[nH]1 (configuration not stated) | ? | 9 | 2% | 1 | . | . | -6% | 0% | ?
CCOC(=O)Nc1cc(C)ccc1OC | 8% | 0 | 16% | 4 | 1% | -12% | 0% | 12% | 12%
CC1CCN(C(=O)c2ccc(COc3ccccc3Cl)o2)CC1 | 0% | ? | ? | -13 | 6% | -1% | 10% | -8% | -6%
CC(C)CCNC(=O)c1ccc2c(SCC(=O)O)c3c(nc2c1)CCC3 | -15% | -8 | ? | -3 | 12% | -119%[inhibitor] | -10% | 20% | 4%
Cc1cc(NC(=O)CSc2nc3ccccc3n2CCC#N)no1 | -2% | -56* | -28% | 0 | -3% | 9% | 9% | 13% | 6%
CCN(CC)c1ccc(/C=C(/C#N)c2nc3ccccc3[nH]2)c(OC(C)C)c1 | ? | 3 | -27% | -2 | ? | 27% | -12% | ? | ?
CCOC(=O)C1=C[C@@H](C(C)C)N(S(=O)(=O)c2ccc(C)cc2)[C@H]1c1ccc(C(C)C)cc1 | 3% | 4 | -29% | 6 | . | . | 22% | -2% | -18%
CC(C)[C@H](NC(N)=O)C(=O)NCCc1ccc(Cl)cc1 | -4% | 7 | -3% | 0 | ? | ? | 21% | 2% | 0%
CCCCC(=O)Nc1ccc(Cl)cc1F | 0% | -27 | ? | -7 | . | . | 3% | ? | 3%
CCCS(=O)(=O)N1CCCC(C(=O)NCCCOCC)C1 (configuration not stated) | 0% | 14 | 8% | 2 | -7% | 6% | 1% | -5% | 16%
O=C(CSc1nc2cc3c(cc2c(=O)n1CCC1=CCCCC1)OCO3)NCc1ccco1 | 4% | -7 | ? | -1 | -3% | -7% | -6% | -6% | 6%
O=c1c2ccccc2oc2ncccc12 | 17% | -27 | ? | 2 | 1% | 0% | 24% | ? | 13%
O=C(COC(=O)CCc1ccc(S(=O)(=O)N2CCOCC2)cc1)Nc1cccc(Cl)c1 | 13% | 0 | 4% | 0 | -1% | 0% | -1% | -2% | 19%
CCc1noc(C)c1C(=O)Nc1nc(-c2ccc(Cl)cc2Cl)c(C)s1 | -3% | 30 | 11% | 6 | 19% | -3% | -16% | 16% | -2%
O=Cc1cccc(Oc2ncccn2)c1 | 8% | 28 | 0% | 2 | 2% | -13% | -2% | 4% | 4%
COc1ccc(-c2c(C)nc3c(-c4ccccn4)cnn3c2N)cc1 | -19% | -28 | -26% | -1 | ? | 13% | 10µM* | 0% | -14%
N#Cc1c(NC(=O)Cn2c(=O)oc3ccccc32)oc(-c2ccccc2)c1-c1ccccc1 | -29% | 0 | 20% | 3 | ? | -1% | -18% | 2% | ?
CCN(CC(=O)NCc1ccc(F)cc1)C(=O)Cc1c(F)cccc1Cl | 8% | -3 | ? | -7 | 3% | -1% | -15% | 3% | 19%
O=C(C1CCCCC1)N1CCN(c2nc(-c3ccc(F)cc3)cs2)CC1 | -2% | 14 | ? | 1 | -4% | 2% | -1% | -16% | -11%
Cc1n[nH]c(=S)n1/N=C/c1ccccc1 | 11% | 29 | 0% | -4 | -2% | -5% | 3% | -1% | 14%
Cc1c(NS(=O)(=O)c2ccc(C(C)(C)C)cc2)c(=O)n(-c2ccccc2)n1C | . | . | 0% | 4 | . | . | 1% | 20% | .
CC(C)n1ncc2c(C(=O)N3CCN(c4ccccc4)CC3)cc(-c3ccccc3)nc21 | -27% | -9 | ? | 4 | ? | -13% | 3% | ? | ?
O=C1CC(c2ccc(F)cc2)SC(N(c2ccccc2)c2ccccc2)=N1 (configuration not stated) | -19% | 4 | -22% | 4 | 27% | -27% | ? | -18% | -23%
CSc1nccc(Oc2cncc(Cl)c2)n1 | 7% | -3 | -2% | 6 | 4% | -13% | -6% | 2% | 0%

Limited to HT1080-NT tox, for three of the compounds above:
mol | HT1080-NT tox
CCN(CC)c1ccc(/C=C(/C#N)c2nc3ccccc3[nH]2)c(OC(C)C)c1 | ?
O=Cc1cccc(Oc2ncccn2)c1 | 8%
OC(c1ccc(-c2ccccc2)cc1)c1ncc(-c2ccccc2F)[nH]1 (configuration not stated) | ?

More results
SMILES | HT1080-NT tox | IL1B secr inh | KB-V1 MDR tox | DRD3 agonist | MCF10A rerep | SW480 rereplic | HEK293 tox | KB-3-1 cytotox | HT1080 IDH1KD tx
CC1=CC2(O)OCCN(CCO)C2=CC1=O (configuration not stated) | -29% | 15 | 7% | 5 | 15% | -4% | -14% | 5% | ?
Cn1nnc2cc(C(=O)Nc3ccc4ccccc4c3)ccc21 | 24% | -13 | 5% | -1 | 1% | -10% | -13% | 3% | 15%
COc1cccc(Nc2nc3ccccc3n3nnnc23)c1 | -10% | 15 | ? | 1 | 25% | 13% | 117%[activator] | -8% | -7%
CN(C)c1ccc(-c2cc(O)c3ncccc3c2)cc1 | . | . | 13% | . | -17% | ? | . | -13% | .
Cc1nnsc1C(=O)NC(C)C12CC3CC(CC(C3)C1)C2 (configuration not stated) | -1% | 18 | -28% | -3 | 23% | 21% | 12% | -12% | -7%
Cc1ccsc1C(=O)NNC(=O)c1csc(N2CCOCC2)n1 | -1% | -13 | -3% | -8 | 3% | 2% | 5% | 22% | 4%
Cc1ccc(C)c(OCC(=O)N/N=C/c2ccc(N3CCOCC3)cc2)c1 | 0% | -8 | -5% | 2 | . | . | -4% | 0% | -1%
COc1ccc(N2c3ccccc3CN(Cc3ccccc3)[C@@H](C)[C@H]2Cc2ccc(-c3ccccc3)cc2)cc1 | 1% | 43 | 3% | 5 | . | . | -4% | 3% | 4%
CCOC(=O)c1noc2ncn(CC(=O)Nc3ccc(F)cc3Cl)c(=O)c12 | . | . | 0% | -12 | . | . | 1% | -1% | .
N#C/C(=C\c1ccncc1)c1nc2c(s1)CCCC2 | 3% | 57 | -20% | 0 | 12% | 0% | 53%[activator] | -4% | 0%
COc1ccc(OC)c(NC(=O)C2CCN(S(=O)(=O)c3ccc(C)cc3)CC2)c1 | . | . | ? | 6 | . | . | 4% | 20% | .
O=Cc1c(Nc2cccc(C(F)(F)F)c2)nc2ccccn2c1=O | -4% | 56 | 0% | -6 | -6% | -7% | -2% | 0% | 0%
CC(=O)N1CCN(c2ccc(NCc3ccc(-c4ccc(Br)cc4)o3)cc2)CC1 | . | . | -14% | . | 23µM* | 13µM* | . | 9.2µM* | .
O=[N+]([O-])c1cccc(-n2nncc2-c2ccccc2)c1 | -6% | 5 | 1% | -7 | -2% | 8% | -4% | -18% | -3%
Cc1cc2c(c(=O)n1CCc1ccccc1)C(C(C)C)C(C#N)=C(N)O2 (configuration not stated) | 0% | 13 | ? | 3 | ? | -2% | 3% | 1% | -11%
COc1ccc(-n2nc(C(=O)Nc3cccc(C)n3)c3c4ccccc4n(C)c3c2=O)cc1Cl | . | . | ? | 3 | . | . | 5% | 1% | .
COc1ccc(-n2ccnc2SCC(=O)NCc2ccccc2)c(OC)c1 | 0% | -1 | ? | 2 | 0% | -1% | -2%[7.66 µM] | ? | 3%
Cc1ccc(NC(=O)C2OCCc3ccccc32)cc1Cl (configuration not stated) | 0% | -16 | 22% | -7 | 1% | -2% | 20% | 2% | -5%
CNc1nc(N)c([N+](=O)[O-])c(Nc2cccc(F)c2)n1 | 17% | 10 | -20% | 9 | -1% | 18µM* | 1% | 6% | 14%
N/C(=N\OS(=O)(=O)c1ccc2ccccc2c1)c1ccccn1 | 26% | 18 | 7% | 4 | -4% | 1% | -2% | -2% | 24%
CC(=O)c1ccc(OCCCC(=O)OCC(=O)Nc2ccc3[nH]c(=O)[nH]c3c2)cc1 | 7% | 32 | 19% | 0 | -21% | -121%[inhibitor] | -15% | 11% | 0%
Cc1cc(C(=O)COc2ccccc2C#N)c(C)n1C1CC1 | -11% | -6 | -3% | -9 | 4% | -42%[inhibitor] | -17% | 2% | -9%

Sorted by length of the SMILES (low to high): some entries from above
SMILES | HT1080-NT tox | IL1B secr inh | KB-V1 MDR tox | DRD3 agonist | MCF10A rerep | SW480 rereplic | HEK293 tox | KB-3-1 cytotox | HT1080 IDH1KD tx
CC(C)[C@H](NC(N)=O)C(=O)NCCc1ccc(Cl)cc1 | -4% | 7 | -3% | 0 | ? | ? | 21% | 2% | 0%
CC(C)CCNC(=O)c1ccc2c(SCC(=O)O)c3c(nc2c1)CCC3 | -15% | -8 | ? | -3 | 12% | -119%[inhibitor] | -10% | 20% | 4%
CCOC(=O)c1noc2ncn(CC(=O)Nc3ccc(F)cc3Cl)c(=O)c12 | . | . | 0% | -12 | . | . | 1% | -1% | .
COc1ccc(OC)c(NC(=O)C2CCN(S(=O)(=O)c3ccc(C)cc3)CC2)c1 | . | . | ? | 6 | . | . | 4% | 20% | .
